# Screens from PubChem BioAssay.
# All columns: NCI-60 one-dose screen, growth in % after 48 h at 10 µM unless noted; 100 = growth as untreated, 0 = no growth, -100 = all killed.
# SF-539: SF-539 CNS cancer. hit rate 6.8% among 81,000. AID 1794752
# SF-268: SF-268 CNS cancer cells | hit rate 3.1% among 82,000
# CAKI-1: CAKI-1 renal cancer; hit rate 4.7% among 75,000
# ACHN: ACHN renal cancer. hit rate 4.9% among 81,000. AID 1794771
# SNB-19: SNB-19 CNS cancer cells; hit rate 2.5% among 81,000; AID 1794751
# A498: A498 renal cancer cells; AID 1794774; hit rate 5.4% among 76,000
# RXF 393: RXF 393 renal cancer cells; hit rate 6.9% among 77,000; AID 1794773
# SNB-75: SNB-75 CNS cancer; AID 1794750; hit rate 5% among 79,000
# * marks the source's active call; other numbers are inactive results; nt = not tested or not shown; & = joins results of further samples. The calls were made as follows: active = growth percent below 10; inactive = the rest.
1	COc1ccc2c(c1)CCCC21C(=O)Nc2ccccc21 (centres undefined)
2	O=c1cc[nH]cc1
3	COC(=O)C1(CS(C)=O)NC(=S)NC(=O)C1C#N (centres undefined)
4	C=C1C(=O)O[C@H]2[C@H]1CC/C(C(=O)NCCCCCCCCNC(=O)/C1=C/CC[C@@]3(C)O[C@H]3[C@H]3OC(=O)C(=C)[C@@H]3CC1)=C\CC[C@@]1(C)O[C@@H]21
5	COc1ccc(Oc2ccc(/C=N/Nc3nc4ccccc4c(=O)n3-c3ccccc3)cc2)cc1
6	O=C(O)c1cn(C2CC2)c2cc(N3CCN(C(=O)N/N=C/c4cccs4)CC3)c(F)cc2c1=O

Screen / compound no.	1	2	3	4	5	6
SF-539	101	95	104	70	100	95
SF-268	87	107	105	92	107	97
CAKI-1	103	nt	91	nt	nt	93
ACHN	105	102	113	nt	103	97
SNB-19	105	93	96	99	104	88
A498	100	104	107	107	83	98
RXF 393	110	nt	110	43	nt	97
SNB-75	101	90	98	86	95	94

7	CC(C)C1CCC(C)C(O)C1 (centres undefined)
8	O=C1Nc2cc(OC(F)(F)F)ccc2Oc2ccc(-c3ccnc(N4CC[C@H](O)C4)c3)cc21
9	N#C/C(=C\NC(=S)N=Nc1c(O)[nH]c2ccccc12)C(=O)c1ccc2ccccc2c1
10	C=CCc1cc2c(cc1COCCOCCOCCCC)OCO2
11	CCOC(=O)/C=C/c1cccc(F)c1
12	CCN1C(=S)N(CC)C2C1NN=c1s/c(=C3\C(=O)N(C)c4ccccc43)c(=O)n12 (centres undefined)

Screen / compound no.	7	8	9	10	11	12
SF-539	100	-29*	103	98	105	101
SF-268	100	19	92	87	108	87
CAKI-1	98	24	91	97	102	79
ACHN	104	25	93	93	111	101
SNB-19	100	36	101	104	102	101
A498	92	nt	100	77	93	96
RXF 393	108	-10*	106	101	105	nt
SNB-75	91	-6.0*	76	102	99	96

13	COC(=O)C1(C)CCC[C@]2(C)[C@H]3C[C@H]4C(C(C)C)=C[C@]3(CC[C@@H]12)[C@H]1[C@@H]4[C@@H](OCC#CCN2CCCC2)CC[C@@H]1OCC#CCN1CCCC1 (some centres undefined)
14	Cc1[nH]c(=O)[nH]c(=O)c1Cl
15	COc1ccc(C(=O)c2ccc(OC)cc2)cc1
16	O=C(N/N=C/c1ccc(Cl)cc1)c1cc(-c2cc3ccccc3o2)nn1-c1ccccc1
17	COc1ccc(/C=C2\SC(=O)N(Cc3cc4ccccc4nc3Cl)C2=O)cc1
18	CC(C)(C)OC(=O)NCCn1cc(-c2nc(-c3c[nH]c4ncccc34)cs2)c2ccccc21

Screen / compound no.	13	14	15	16	17	18
SF-539	85	94	100	85	95	95
SF-268	83	96	110	108	126	93
CAKI-1	86	91	nt	100	84	nt
ACHN	87	106	102	93	109	96
SNB-19	87	115	101	95	99	88
A498	82	100	101	nt	134	90
RXF 393	76	99	113	nt	115	100
SNB-75	85	84	nt	86	99	87

19	O=C1[C@H]2Cc3c([nH]c4ccccc34)[C@@H](c3c(Cl)cccc3Cl)N2C(=O)CN1C1CCN(Cc2ccccc2)CC1
20	O=c1oc2cc(O)ccc2cc1-c1c[nH]c2ccccc12
21	O=C(CN1CCCCC1)Nc1ccc2oc(=O)ccc2c1
22	O=C1CC(C(=O)O)C(c2ccccc2)c2ccccc21 (centres undefined)
23	C=C(C)[C@@H]1CC[C@]2(C)[C@H](CC=C3[C@@H]4CC(C)(C)CC[C@]4(C(=O)N4CCN(C)CC4)CC[C@]32C)[C@@]1(C)CCC#N
24	C=CCn1c(SCC(=O)c2ccc(Cl)cc2)nnc1-c1ccc(Cl)cc1

Screen / compound no.	19	20	21	22	23	24
SF-539	93	82	129	92&110	86	103
SF-268	74	90	98	99&104	83	91
CAKI-1	68	89	nt	98	81	89
ACHN	93	93	111	99&103	89	97
SNB-19	90	90	98	107&103	86	89
A498	102	81	106	83	99	89
RXF 393	82	97	113	124&110	96	96
SNB-75	nt	77	96	85&100	77	89

# 5 compounds from above, reduced to RXF 393, SNB-75 and SF-268.
no. | compound | RXF 393 | SNB-75 | SF-268
20 | O=c1oc2cc(O)ccc2cc1-c1c[nH]c2ccccc12 | 97 | 77 | 90
21 | O=C(CN1CCCCC1)Nc1ccc2oc(=O)ccc2c1 | 113 | 96 | 98
22 | O=C1CC(C(=O)O)C(c2ccccc2)c2ccccc21 (centres undefined) | 124&110 | 85&100 | 99&104
23 | C=C(C)[C@@H]1CC[C@]2(C)[C@H](CC=C3[C@@H]4CC(C)(C)CC[C@]4(C(=O)N4CCN(C)CC4)CC[C@]32C)[C@@]1(C)CCC#N | 96 | 77 | 83
24 | C=CCn1c(SCC(=O)c2ccc(Cl)cc2)nnc1-c1ccc(Cl)cc1 | 96 | 89 | 91

# Next part:
25	O=C1OC[C@H]2[C@H](c3ccc(O)c(O)c3)c3cc(O)c(O)cc3C[C@H]12
26	O=C1N(Cl)C(=O)C(c2ccc(Cl)cc2)(c2ccc(Cl)cc2)N1Cl
27	CC(C)(C)CC(C)(C)Nc1c(-c2c(O)c3ccccc3oc2=O)nc2sccn12
28	COc1cc(CNC(=O)/C=C/C=C/c2ccc3c(c2)OCO3)ccc1OCc1cn(-c2ccc(Br)cc2)nn1
29	Cc1ccc(C(=O)C[n+]2cn(CCC(=O)Nc3cccc4cccnc34)c3ccccc32)cc1
30	CCC(=O)Nc1ccccc1C#C/C=C\C#Cc1ccccc1C(F)(F)F

Screen / compound no.	25	26	27	28	29	30
SF-539	122	106	101	62	104	55
SF-268	116	101	105	74	93	68
CAKI-1	136	85	93	61	108	45
ACHN	112	99	100	67	104	53
SNB-19	120	96	97	84	98	66
A498	134	105	118	nt	112	12
RXF 393	nt	83	103	21	117	43
SNB-75	116	91	108	64	101	32

31	O=C(CNC(=O)OCc1ccccc1)Oc1ccc([N+](=O)[O-])cc1
32	CSc1nccc(-c2c(-c3ccc(NC(C)=O)cc3)nc3sccn23)n1
33	Cc1cc(=O)[nH]c2[nH][nH]c(=O)c12
34	c1ccc(Nc2nnc(-c3ccc4c(c3)OCO4)o2)cc1
35	COc1cc(C(=O)/C=C/c2sc(Cl)nc2Cl)cc(OC)c1OC
36	CC(=O)c1cc2c(N)c(C(=O)Nc3ccc4c(c3)OCCO4)sc2nc1C

Screen / compound no.	31	32	33	34	35	36
SF-539	99	100	104	98	-12*	97
SF-268	99	112	111	92	62	102
CAKI-1	103	92	98	87	37	100
ACHN	106	91	101	83	-95*	103
SNB-19	102	107	107	96	78	100
A498	94	108	109	75	90	88
RXF 393	111	94	137	97	-29*	110
SNB-75	101	81	105	99	73	nt

37	Cc1cn(-c2cc(C(=O)Nc3cccc(C#Cc4cccc5[nH]nc(N)c45)c3)cc(C(F)(F)F)c2)cn1
38	Nc1ccccc1SC1CC(=O)N(c2ccc(Cl)c(Cl)c2)C1=O (centres undefined)
39	Cc1cc(N=Nc2ccc(N=Nc3ccc(O)c(C(=O)O)c3)cc2)c(N)cc1N
40	CNc1ccc(Br)cc1-c1n[nH]c(=O)[nH]c1=O
41	O=C(O)c1cn(C2CC2)c2cc(N3CCN(C(=O)N4CCCC4)CC3)c(F)cc2c1=O
42	CN(C)CCNC(=O)c1ccc(-c2nc3ccc4[nH]ncc4c3c3c2CCC3)cc1

Screen / compound no.	37	38	39	40	41	42
SF-539	25	83	100	103	93	-31*
SF-268	59	98	97	111	102	-8.7*
CAKI-1	80	nt	nt	76	89	nt
ACHN	30	108	101	95	100	13
SNB-19	76	97	102	nt	83	9.4*
A498	nt	85	nt	90	83	-64*
RXF 393	1.9*	130	107	nt	91	nt
SNB-75	66	80	79	77	87	40

43	Cn1c(SSc2ccc(-c3cccnc3)n2C)ccc1-c1cccnc1
44	CS(=O)c1nccc(-c2c(-c3ccc(F)c(O)c3)nc3sccn23)n1 (centres undefined)
45	CCCCCCCCCCCCCCCCN=C(C)C(=O)O
46	Cc1ccc2nc(-c3ccccc3)cc(-c3nn4c(-c5ccccc5)nnc4s3)c2c1
47	O=C1CCC(NNC(=O)c2ccc(Cl)cc2Cl)N1 (centres undefined)
48	COc1cc(Br)c(OC)cc1Br

Screen / compound no.	43	44	45	46	47	48
SF-539	122&116	95	107	99	101	94
SF-268	94&82	114	103	101	102	99
CAKI-1	103&94	100	121	83	90	85
ACHN	108&119	94	101	81	97	92
SNB-19	109&110	100	111	98	102	108
A498	96&82	104	118	95	114	89
RXF 393	110&105	115	108	99	115	116
SNB-75	98&89	98	106	99	102	90

49	Cc1sc2nc(N3CCC(Cc4ccccc4)CC3)[nH]c(=O)c2c1C
50	CSc1ccc(NC(=O)Nc2ccccc2C(N)=O)cc1
51	O=C1c2ccccc2C(=O)N1CCc1ccccc1
52	COc1cc2c(cc1OCCCN1CCN(c3ncnc4ccccc34)CC1)N=CC1CCCN1C2=O (centres undefined)
53	Cc1ccc(S(=O)(=O)OCCCCOS(=O)(=O)c2ccc(C)cc2)cc1
54	O=C(c1ccc(Cl)cc1)c1ccc(OCCCN2CCN(c3ccncc3)CC2)cc1

Screen / compound no.	49	50	51	52	53	54
SF-539	101	101	96	-83*	106	17
SF-268	99	107	96	10	95	73
CAKI-1	nt	100	90	-12*	94	57
ACHN	105	98	94	2.8*	99	74
SNB-19	98	99	106	12	90	nt
A498	93	99	96	nt	94	80
RXF 393	100	95	102	nt	nt	33
SNB-75	89	93	90	-30*	108	69

55	CC(=O)Nc1ccc(-c2cn(-c3cccc(C(=O)Nc4cccc(OC(F)(F)F)c4)c3)nn2)cn1
56	COc1ccc(-n2c(SCc3n[nH]c(=S)n3C(=O)c3ccc(Br)cc3)nc3cc(OC)c(OC)cc3c2=O)cc1
57	O=C(c1ccccc1)N1c2ccccc2Sc2ccccc21
58	C=C(C)[C@@H]1CC[C@]2(C(=O)N3CCN(C)CC3)CC[C@]3(C)[C@H](CC[C@@H]4[C@@]5(C)Cc6c([nH]c7ccccc67)C(C)(C)[C@@H]5CC[C@]43C)[C@@H]12
59	O=C(Cn1cc(COn2nnc3ccccc32)nn1)Nc1ccc(F)cc1
60	CC(C)CNCCCCC(=O)Nc1ccc(C(=O)OCC(C)C)cc1

Screen / compound no.	55	56	57	58	59	60
SF-539	84	96	67	93	101	99
SF-268	86	91	77	80	97	106
CAKI-1	94	99	52	93	96	90
ACHN	101	97	93	81	104	109
SNB-19	113	96	84	89	104	99
A498	178	107	88	nt	120	100
RXF 393	nt	99	96	58	120	82
SNB-75	118	104	88	107	82	96

61	Nc1ccccc1NC(=O)c1ccc(NC(=O)C/C=C/c2cccnc2)cc1
62	Cc1ccc(NCC(=O)Cn2cc(COc3ccc(C=Nc4cnc5ccccc5c4)cc3)nn2)cc1C
63	COc1cccc(N2CCN(c3ncnc4[nH]ccc34)CC2)c1
64	CCCCC(CC)C(=O)O (centres undefined)
65	CCCCCCC(=O)OCC(C)O (centres undefined)
66	Cc1nc2sc(C(=O)Nc3cccc4ccccc34)c(N)c2cc1C(=O)c1ccccc1

Screen / compound no.	61	62	63	64	65	66
SF-539	7.6*	101	97	96	103	-12*
SF-268	35	120	89	97	105	53
CAKI-1	45	97	86	100	98	36
ACHN	47	107	94	104	102	42
SNB-19	39	101	91	103	97	27
A498	-16*	137	52	82	121	-11*
RXF 393	-14*	124	102	108	91	23
SNB-75	45	127	84	89	89	12

# Results in sequence from above.
# SF-539 for nos. 61 to 66, in order: 7.6*, 101, 97, 96, 103, -12*
# SF-268 for nos. 61 to 66, in order: 35, 120, 89, 97, 105, 53
# SNB-19 for nos. 61 to 66, in order: 39, 101, 91, 103, 97, 27

# Record cards (already shown). Values in the order: SF-539, SF-268, CAKI-1, ACHN, SNB-19, A498, RXF 393, SNB-75
# Cc1ccc(C(=O)C[n+]2cn(CCC(=O)Nc3cccc4cccnc34)c3ccccc32)cc1 reads 104, 93, 108, 104, 98, 112, 117, 101
# CCC(=O)Nc1ccccc1C#C/C=C\C#Cc1ccccc1C(F)(F)F reads 55, 68, 45, 53, 66, 12, 43, 32
# C=C1C(=O)O[C@H]2[C@H]1CC/C(C(=O)NCCCCCCCCNC(=O)/C1=C/CC[C@@]3(C)O[C@H]3[C@H]3OC(=O)C(=C)[C@@H]3CC1)=C\CC[C@@]1(C)O[C@@H]21 reads 70, 92, nt, nt, 99, 107, 43, 86
# CS(=O)c1nccc(-c2c(-c3ccc(F)c(O)c3)nc3sccn23)n1 (centres undefined) reads 95, 114, 100, 94, 100, 104, 115, 98
# COc1cc(C(=O)/C=C/c2sc(Cl)nc2Cl)cc(OC)c1OC reads -12*, 62, 37, -95*, 78, 90, -29*, 73

# The results go on:
67	COc1ccc(/C=C2/N=C3N(N=C(N)N3c3ccccc3)C2=O)cc1
68	O=[N+]([O-])c1ccc(C(Br)c2ccc([N+](=O)[O-])cc2)cc1
69	COc1ccc2nc(Cl)c(/C=C3/SC(=O)NC3=O)cc2c1
70	FC(F)(F)Sc1ccc(/C=C/c2cc(/C=C/c3ccc(SC(F)(F)F)cc3)n(-c3cccc(C(F)(F)F)c3)n2)cc1
71	O=C(/C=C/c1cccc2ccccc12)Nc1ncc(Cc2ccccc2)s1
72	Cc1[nH]nc(-c2cccnc2)c1N=NN(C)C
73	NC(=O)c1cc(I)ccc1NC(=O)COc1ccccc1
74	CCCCCCOc1cccc(/C=C2\N=C3SCCCN3C2=O)c1

Screen / compound no.	67	68	69	70	71	72	73	74
SF-539	95	110	96	115	-24*	101	-34*	99
SF-268	101	85	96	97	51	113	46	97
CAKI-1	90	92	81	94	22	91	55	96
ACHN	95	98	100	108	21	100	44	103
SNB-19	101	106	95	100	9.8*	94	43	95
A498	106	101	102	98	-11*	107	4.1*	91
RXF 393	120	117	96	114	-10*	101	8.0*	114
SNB-75	85	nt	74	103	-17*	90	31	100
